# Screening data from PubChem BioAssay.
# Myeloid diff MLP = promotes myeloid progenitor differentiation; ER-HoxA9 myeloid progenitors, lysozyme-GFP differentiation, flow cytometry; calls only at 10 µM; 1% of 360,000 active;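 active = normalized GFP-positive differentiation at or above the plate's own cutoff, the solvent-only control mean plus 3 SD; inconclusive = no clear call, values can overlap the other calls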;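 note: cells exposed to compound for four days before flow analysis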
# T cell modulator = modulates CD8 T cell binding to vesicles; 2C CD8+ T cell-vesicle binding, flow cytometry; hits give low values; calls only at 7 µM; AID 2052; 0.068% of 330,000 active;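 active = response, share of CD8 T cells binding vesicles, and their 90th percentile fluorescence all below set limits, cut at about 80% in these data, passing the limit was not always enough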
#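 incubation = binding step 1.5 h, 37 °C, antibody labelling 20 min, ice | test system = 2C mouse CD8+ T cells | read-out basis = percent CD8+ FL2 mean versus row control | controls = Peptide-free naked vesicles (low) and QL9 vesicles with 0.7% DMSO vehicle (high) | detection = flow cytometry of vesicle-bound cells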
# T cell modulator vesicle-bound % = recorded beside T cell modulator, whose call it bears; double positive events, %; measured here: CD8+ vesicle-bound cell fraction;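 binding gate set so that unloaded-vesicle control wells show 10% double positive cells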
# Myeloid diff MLP GFP+ MAC1+ % = also measured in Myeloid diff MLP; calls as there; GFP+ MAC1+ double positive, %; measured here: differentiation confirmed by MAC1 staining
# The depositor's hits bear a star; i = inactive; ? = inconclusive; / = no result given.
structure	Myeloid diff MLP GFP+ MAC1+ %	Myeloid diff MLP	T cell modulator vesicle-bound %	T cell modulator
O=C(C[C@@H]1C/C=C\CC[C@@H](Cc2ccc(F)cc2)C(=O)OC[C@@H](Cc2ccccc2)NC1=O)NCCO	1.9	i	12.1	i
COc1ccc(NC(=O)CNC(=O)Cc2cccc3ccccc23)c(OC)c1	1.0	i	24.3	i
CCN(Cc1nc2ccccc2c(=O)[nH]1)C(=O)c1ccc(C)c(NC(=O)c2ccco2)c1	0.4	i	44.9	i
CCCN(C(=O)c1cccc(-n2cccc2)c1)c1c(N)n(Cc2ccccc2)c(=O)[nH]c1=O	0.5	i	11.1	i
CCN1C(=O)[C@@H]2[C@H](C1=O)[C@@H]1C(=O)Nc3ccccc3C(=O)N1[C@@H]2c1cccc(OC)c1	0.8	i	58.1	i
Cc1c(Cl)cccc1NC(=S)Nc1ccc(S(=O)(=O)Nc2ncccn2)cc1	1.4	i	57.1	i
COc1ccc(NC(=O)CN(C)C(=O)c2cccc(NS(=O)(=O)c3ccc(Br)cc3)c2)cc1	0.2	i	51.9	i
O=C(c1c(O)cc(O)cc1O)C1c2c(cc(O)c3c2O[C@H](c2ccc(O)cc2)[C@@H](O)C3)OC1c1ccc(O)cc1 (some centres not stated)	0.6	i	28.8	i
Cc1ccn2c(=O)nc(SCC(=O)N3CCCC3)nc2c1	1.0	i	7.6	i
Cc1cc(C)c(OCC(=O)OCC(=O)N2CCc3ccccc3C2)c(C)c1	1.0	i	32.3	i
CC(=O)N(C)c1ccc(NC(=O)Nc2ccc(Cl)cc2)cc1	0.1	i	55.9	i
CCOc1ccc(NC(=O)CN(C)C(=O)c2c(C)nn(-c3ccccc3)c2Cl)cc1OCC	0.3	i	30.8	i

# Continuation:
structure	Myeloid diff MLP GFP+ MAC1+ %	Myeloid diff MLP	T cell modulator vesicle-bound %	T cell modulator
CCN1CCN(S(=O)(=O)c2ccc(Cl)c(C(=O)Nc3ccccc3N3CCCCC3)c2)CC1	0.0	i	22.6	i
Cc1ccc(C(=O)N(C)Cc2ccc(N3CCOCC3)cc2)cc1S(=O)(=O)NCc1ccccc1	0.0	i	12.2	i
CCN(CC(=O)NCc1ccc(Cl)cc1)C(=O)CSc1ccc(F)cc1	0.3	i	40.2	i
COC(=O)c1ccc(/C=C/C(=O)OCC(=O)Nc2sccc2C(N)=O)cc1	1.3	i	12.0	i
CC(=O)N1CCN(C(=O)CSc2ncnc3sc(C)c(C)c23)CC1	0.6	i	48.4	i
O=C(CN1C(=O)NC2(CCCCC2)C1=O)Nc1ccc(Cl)cc1	0.1	i	23.6	i
Cc1ccc([C@H]2C(C(=O)O)=CC[C@@H](c3ccc4c(c3)OCO4)N2S(=O)(=O)c2ccc(C)cc2)cc1	0.5	i	10.2	i
O=C(COC(=O)c1cccnc1Cl)Nc1ccc(N2CCCCC2)cc1	0.6	i	13.7	i
COc1ccc(S(=O)(=O)NC2CCN(Cc3ccccc3)CC2)cc1NC(C)=O	0.3	i	13.5	i
CCN(CC(=O)Nc1ccc(OC)cc1)C(=O)CSCc1c(C)noc1C	0.6	i	35.4	i
O=C(Cn1[nH]c(=O)c2ccccc2c1=O)NCC1COc2ccccc2O1 (configuration not stated)	0.4	i	50.5	i
COc1ccc2sc(-c3ccc(N(C)C)cc3)c(C#CCO)c2c1	/	?	44.0	i

# Further results.
structure	Myeloid diff MLP GFP+ MAC1+ %	Myeloid diff MLP	T cell modulator vesicle-bound %	T cell modulator
CN(CC(=O)Nc1cccc(F)c1)C(=O)CCSc1ccc(F)cc1	1.2	i	51.4	i
O=C(COC(=O)CN1C(=O)c2ccccc2C1=O)Nc1cccc(F)c1	0.3	i	33.0	i
O=C(CN1CCN(S(=O)(=O)c2ccccc2)CC1)Nc1ccccc1C(=O)NC1CC1	0.1	i	27.8	i
Cc1ccc(C#N)c(SCc2cccc(Br)c2)n1	0.2	i	56.3	i
COC(=O)CCCNC(=O)c1ccc(OS(=O)(=O)c2cc([N+](=O)[O-])ccc2C)cc1	0.9	i	18.2	i
Cc1cccc(NC(=O)C2CC3CCC2C3)c1C (configuration not stated)	0.8	i	36.6	i
COc1ccc(NC(=O)COC(=O)CO/N=C(\C)c2ccc3c(c2)OCO3)cc1S(N)(=O)=O	0.5	i	25.6	i
CC(C)(C)OC(=O)NCCCCCNC(=O)c1[nH]cnc1C(=O)Nc1cccc(Cl)c1	1.1	i	43.1	i
O=C(O)COc1ccccc1C=NNc1ccc([N+](=O)[O-])cc1S(=O)(=O)Nc1ccc(Cl)cc1	0.7	i	30.3	i
CCC(C)Sc1ccc([C@H]2N[C@@](Cc3ccccc3)(C(=O)OC)[C@H]3C(=O)N(C)C(=O)[C@@H]23)cc1 (some centres not stated)	1.5	i	25.9	i
CCOC(=O)C1(Cc2ccccc2)C(=O)N(CCCN(C)C)c2ccccc21 (configuration not stated)	0.3	i	37.0	i
COc1ccc(NC(=O)CN(C)C(=O)c2ccc(N3CCCCCC3)c([N+](=O)[O-])c2)cc1	1.3	i	28.9	i

# Next part:
structure	Myeloid diff MLP GFP+ MAC1+ %	Myeloid diff MLP	T cell modulator vesicle-bound %	T cell modulator
C=CC[C@@H](Cc1ccc(F)cc1)C(=O)OC[C@@H]1CCCN1C(=O)[C@@H](CC=C)CC(=O)NCCO	1.2	i	7.5	i
CCOc1ccc(NC(=O)COc2ccc(-n3cnnn3)cc2)cc1	0.3	i	34.2	i
O=C(N/N=C/c1ccsc1)c1ccc2c(c1)OCO2	0.7	i	32.9	i
Cc1cc(O)c(N=Cc2cc3c(cc2[N+](=O)[O-])OCO3)cc1C	0.5	i	27.8	i
N#CCSc1ccc(S(=O)(=O)N2CCOCC2)cn1	1.2	i	35.7	i
Cc1ccc(S(=O)(=O)N2CCN(C(=O)C(Cc3ccccc3)NC(=O)c3ccccc3)CC2)cc1 (configuration not stated)	0.6	i	51.5	i
CCOC(=O)c1c(C)[nH]c(C(=O)OCC(=O)N2CCCC2=O)c1C	0.5	i	40.6	i
O=[N+]([O-])c1ccc(S(=O)(=O)Nc2ccc(-c3ccc(N4CCCC4)nn3)cc2)cc1	1.4	i	51.9	i
Nc1nc(-c2ccc(S(=O)(=O)N3CCCCC3)cc2)cs1	0.9	i	33.2	i
CCCCn1c(N)c(N(CCOC)C(=O)c2cccc(S(=O)(=O)N(CC)c3ccccc3)c2)c(=O)[nH]c1=O	0.5	i	31.8	i
CC(=O)c1c(C)[nH]c(C(=O)CN2C(=O)NC(C)(C)C2=O)c1C	0.8	i	14.8	i
O=C(O)c1ccccc1C(=O)OCCCc1ccncc1	1.7	i	41.0	i

# Next part
structure	Myeloid diff MLP GFP+ MAC1+ %	Myeloid diff MLP	T cell modulator vesicle-bound %	T cell modulator
COC(=O)c1ccc2c(c1)sc(=NC(=O)CCS(=O)(=O)c1ccccc1)n2C	1.0	i	47.6	i
Cc1cccc(NC(=O)COC(=O)CN2CCCCCC2=O)c1C	0.4	i	44.1	i
O=C(COC(=O)C1=COCCO1)Nc1cc(Cl)c(Cl)cc1Cl	1.8	i	24.9	i
CN(CC(=O)Nc1cccc(F)c1)C(=O)c1ccc(S(=O)(=O)N2CCCC2)cc1	0.7	i	35.2	i
CC(=O)C[C@H](O)CC(=O)[C@@H]1OC(=O)[C@H](C)C/C=C\Cc2ccccc21	0.6	i	12.9	i
COc1ccc(C(=O)COC(=O)Cc2n[nH]c(=O)c3ccccc23)c(OC)c1	0.8	i	16.9	i
CCOC(=O)N1CCN(C(=O)CSc2nc(=O)n3cccc(C)c3n2)CC1	0.7	i	57.7	i
CC(=O)Nc1ccc(C(=O)COC(=O)CN2C(=O)NC3(CCCCC3C)C2=O)cc1 (configuration not stated)	1.1	i	46.5	i
CCOC(=O)N1CCN(C(=O)c2cccc(S(=O)(=O)Nc3ccccc3Cl)c2)CC1	0.2	i	46.9	i
CN(CC(=O)Nc1ccc(N2CCOCC2)cc1)C(=O)CCCOc1ccc(Cl)cc1Cl	2.3	i	50.3	i
O=C(COC(=O)CC1CCS(=O)(=O)C1)Nc1ccc(F)cc1 (configuration not stated)	0.1	i	33.2	i
CN(C(=O)CSc1nnc(-c2ccc3c(c2)OCO3)o1)C1CCS(=O)(=O)C1 (configuration not stated)	1.1	i	37.3	i

# Additional structures
structure	Myeloid diff MLP GFP+ MAC1+ %	Myeloid diff MLP	T cell modulator vesicle-bound %	T cell modulator
Nc1ccn([C@@H]2O[C@H](COS(=O)(=O)O)[C@@H](O)[C@H]2O)c(=O)n1	2.3	i	48.3	i
CCOC(=O)[C@@H]1[C@H]2COc3cc(OC)ccc3[C@H]2N2C(=O)N(c3cccc(F)c3)C(=O)[C@@]12C	1.4	i	4.1	i
CS(=O)(=O)c1ccccc1-c1nnc(NC(=O)c2ccc(S(=O)(=O)N3CCCC3)cc2)o1	0.6	i	45.3	i
CCOC(=O)c1c(C)[nH]c(C)c1C(=O)COC(=O)Cc1n[nH]c(=O)c2ccccc12	0.6	i	54.2	i
CC(=O)Nc1ccc(S(=O)(=O)NCCC(=O)OCC(=O)c2ccccc2)cc1	1.0	i	46.7	i
N#CC1(NC(=O)COC(=O)Cc2n[nH]c(=O)c3ccccc23)CCCCC1	0.7	i	40.6	i
CCC/C(=C1/c2ccccc2C(=O)N1c1ccccc1)c1ccc2c(c1)OCO2	1.2	i	25.5	i
O=C(Nc1ccccc1)c1cccc(NC(=O)c2ccco2)c1	0.2	i	23.3	i
NC(=O)C1CCN(CC(=O)Nc2ccccc2C(=O)NC2CC2)CC1	0.7	i	35.3	i
CCCCN(C(=O)c1ccc(Br)o1)C1CCS(=O)(=O)C1 (configuration not stated)	1.4	i	27.9	i
CCOC(=O)c1ccccc1NC(=O)CSC(C)C(=O)Nc1cc(C)on1 (configuration not stated)	0.6	i	15.5	i
O=C1CN(C(=O)CN2C(=O)NC(c3ccccc3)(c3ccccc3)C2=O)c2ccccc2N1	1.5	i	56.4	i

# The results go on:
structure	Myeloid diff MLP GFP+ MAC1+ %	Myeloid diff MLP	T cell modulator vesicle-bound %	T cell modulator
CCOc1ccc(Oc2ccc(Cl)cc2NC(=O)C2=COCCO2)cc1	1.2	i	55.9	i
COc1ccc(NC(=O)N(C)C[C@H]2Oc3c(NS(=O)(=O)c4ccc(F)cc4)cccc3C(=O)N([C@H](C)CO)C[C@@H]2C)cc1	1.9	i	11.1	i
COc1ccc(-c2cc(C(=O)N3CC(C)CC(C)C3)c3ccccc3n2)cc1OC (configuration not stated)	0.6	i	9.1	i
O=C(Nc1ccc(SC(F)F)cc1)c1cc(-c2ccncc2)nc2ccccc12	1.4	i	33.2	i
O=C(COC(=O)c1ccccc1NCCO)Nc1cccc(S(=O)(=O)NC2=NCCCCC2)c1	0.7	i	28.7	i
CC(C)CN(C(=O)CSc1nc2ccccc2o1)c1c(N)n(Cc2ccccc2)c(=O)[nH]c1=O	1.3	i	44.2	i
Clc1ccccc1-c1ccc2ncnc(NCc3ccc4c(c3)OCO4)c2c1	0.7	i	28.9	i
O=C(CCN1CCN(Cc2ccccc2)CC1)NNC(=O)c1cc2ccccc2o1	1.6	i	46.5	i
CC(=O)c1ccc(N(CC(=O)NC2CCS(=O)(=O)C2)S(=O)(=O)c2ccc(C)cc2)cc1 (configuration not stated)	1.9	i	50.4	i
COc1ccc(SC[C@H](C)CN2CC[C@H](C)CCC2=O)cc1	1.3	i	20.9	i
C[C@H](CO)N1C[C@H](C)[C@@H](CN(C)S(C)(=O)=O)Oc2ccc(NC(=O)CCC(F)(F)F)cc2C1=O	1.9	i	7.6	i
Cc1ccc(S(=O)(=O)N(C)C)cc1NC(=O)COC(=O)C1CCCC1	0.3	i	17.0	i

# Part of the list above, reduced to T cell modulator vesicle-bound % and Myeloid diff MLP GFP+ MAC1+ %.
Structure | T cell modulator vesicle-bound % | Myeloid diff MLP GFP+ MAC1+ %
COc1ccc(SC[C@H](C)CN2CC[C@H](C)CCC2=O)cc1 | 20.9 | 1.3
C[C@H](CO)N1C[C@H](C)[C@@H](CN(C)S(C)(=O)=O)Oc2ccc(NC(=O)CCC(F)(F)F)cc2C1=O | 7.6 | 1.9

# New compounds follow:
structure	Myeloid diff MLP GFP+ MAC1+ %	Myeloid diff MLP	T cell modulator vesicle-bound %	T cell modulator
COc1ccc(NC(=O)CN(C)C(=O)c2c(C)nn(-c3ccccc3)c2Cl)cc1	1.0	i	10.0	i
O=S(=O)(c1ccccc1)c1nc(-c2ccc(F)cc2)oc1NCC1CCCO1 (configuration not stated)	0.9	i	53.3	i
O=C(NC1CCCCC1)c1ccc(-n2cncn2)c([N+](=O)[O-])c1	0.3	i	53.8	i
NS(=O)(=O)c1ccc(N2CCN(S(=O)(=O)Cc3ccccc3)CC2)nc1	1.4	i	40.8	i
O=C(NCc1ccco1)c1ccccc1SCC(=O)N1CCCC1	1.0	i	39.9	i
CN(C)S(=O)(=O)c1ccc(N2CCOCC2)c(C(=O)NCc2ccc3c(c2)OCO3)c1	0.4	i	13.1	i
COc1ccc(S(=O)(=O)N2CCCCCC2)cc1C(=O)N(C)Cc1ccc(OC)c(OC)c1OC	0.4	i	55.7	i
COc1cc2nc(N(CCCN(C)C)C(=O)c3ccc(S(=O)(=O)N(C)C4CCCCC4)cc3)sc2cc1OC	0.4	i	55.2	i
COc1ccc(-c2cc(C(=O)NC(C)c3ccccn3)c3ccccc3n2)cc1OC (configuration not stated)	0.7	i	36.8	i
OC[C@@H](O)[C@@H](O)[C@H](O)[C@H](O)CO	1.0	i	27.7	i

# The list is partial. The share of hits here may be higher or lower than overall.
